Bioassay records: PubChem, several laboratories
Bcl-B TR3 displacers – displacers of TR3 peptide from Bcl-B, primary screen, selectivity assay for Bfl-1 inhibitor project, biochemical, fluorescence polarization; FP displacement of FITC-TR3 peptide from Bcl-B; higher % means a stronger effect; 96,000 tested, 0.11% active; displacement, % at 20 µM, or IC50 in µM where a hit was titrated;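 active means displacement above 50% at 20 µM plus a fluorescence interference ratio under 1.5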;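 further: plate controls were wells without compound for no effect and wells lacking Bcl-B protein for full effect; a part of the inactive calls stands beside numbers as strong as those of hits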
PLAP inhibitors HTS – inhibition of human placental alkaline phosphatase – biochemical, luminescence, HTS (AID 690); purified PLAP, luminescent substrate; higher % means a stronger effect; one-dose inhibition, % at 20 µM; IC50 in µM for titrated hits; 96,000 tested, 0.08% active; in the data active means a potency from the dose series; inactive means the rest, 99 in 100 with inhibition below about 30%; further: strong numbers were not always called active
IL1B NFkB inh – blocks IL-1B driven NFkB nuclear translocation in HUVEC cells; 94,000 tested, 0.43% active; AID 796; inhibition, % at 2 µM; HUVEC IL-1B NFkB p65 nuclear translocation imaging;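 active means inhibition above about 30% together with a positive call from visual inspection of the well image, limit read from the data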;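 further: nuclear over cytoplasmic p65 intensity ratio measured by imaging; 0% = IL-1B stimulated DMSO wells and 100% = unstimulated DMSO wells; values of inactives mirror those of a sister screen read the other way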
MRP resist rev – compounds reversing MRP-mediated drug resistance | differential viability (reversal), % at 10 µM | AID 602 | 85,000 tested, 0.04% active | H69AR cells + 2 uM doxorubicin, CellTiter-Glo, 72 h;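 active means viability drop by adding the cancer drug above about 55%, with treated viability meeting a 40% cutoff, limit read from the data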;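 further: viability without doxorubicin minus viability with 2 µM doxorubicin for each compound; larger differential means the compound sensitizes cells more to doxorubicin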
NFkB transloc pot – enhances IL-1B driven NFkB nuclear translocation; HUVEC IL-1B NFkB p65 nuclear translocation imaging; activation, % at 2 µM; 94,000 tested, 0.3% active;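 active means activation above 40%, about the mean plus 3 SD, also judged a hit on visual image review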;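 further: percent activation is computed from the nuclear over cytoplasmic p65 intensity ratio; values of inactives mirror those of a sister screen read the other way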
MRP resist rev cytotoxicity – also measured in MRP resist rev; calls as there; viability, %; H69AR cells, CellTiter-Glo, 72 h; measured here: cytotoxicity without doxorubicin
MRP resist rev with doxorubicin – second read-out of MRP resist rev, no call of its own (marks repeat the call); viability, %; measured here: viability with 2 uM doxorubicin; stronger effect = lower value
IL1B NFkB inh cell count 2 µM – further read-out of IL1B NFkB inh, marked with its call; cell count; measured here: cells passing quality filter;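 raw number of nuclei counted in each imaged well without normalization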
NFkB transloc pot cell count 2 µM – also measured in NFkB transloc pot; calls as there; cell count; measured here: cells passing quality filter
An asterisk follows results filed as active; . = no result given.

Values run as follows: Bcl-B TR3 displacers	PLAP inhibitors HTS	IL1B NFkB inh	IL1B NFkB inh cell count 2 µM	MRP resist rev	MRP resist rev cytotoxicity	MRP resist rev with doxorubicin	NFkB transloc pot	NFkB transloc pot cell count 2 µM
#1 CC1CCC(N2CCN(S(C)(=O)=O)CC2)CC1 (configuration not stated)
 : 3%	-7%	-1	74	1	102	101	1	74
#2 CCCOc1ccc(C2C(C(=O)OC)=C(C)N=C3SCCC(=O)N32)cc1OCC (configuration not stated)
 : -11%	-15%	-16	127	-3	71	74	16	127
#3 Cc1ccc(-c2nnn(CC(=O)NCCc3ccc4c(c3)OCO4)n2)o1
 : -5%	-10%	-11	181	13	94	81	11	181
#4 CCCCc1nc(N)c(C#N)c(-c2ccco2)c1CCC
 : .	.	-13	106	-39	42	81	13	106
#5 CCOC(=O)C(NC(=O)c1ccc(OC)cc1)(Nc1cc(C)on1)C(F)(F)F (configuration not stated)
 : 2%	11%	1	159	5	92	88	-1	159
#6 Cc1cccn2c(N)c(-c3ccccc3)nc12
 : 9%	.	2	170	-3	50	53	.	.
#7 O=C(NCCOc1ccccc1Cl)c1cc(F)c(F)cc1Cl
 : 4%	14%	8	105	.	.	.	-7	105
#8 CC(=O)c1c(C)nc2ccccn12
 : -4%	7%	.	.	-1	94	95	.	.
#9 COc1ccccc1NC(=O)Nc1ccnn1C1CCCCC1
 : 11%	0%	.	.	-7	88	95	.	.
#10 CSCCC(NC(=O)c1ccccc1)C(=O)NCc1ccco1 (configuration not stated)
 : -9%	19%	-16	106	-14	98	112	16	106
#11 CCOc1ccc(S(=O)(=O)NCCC2=CCCCC2)c2ccccc12
 : 1%	15%	-4	194	3	81	78	4	194
#12 CCc1c(C(=O)O)[nH]c2ccc(Br)cc12
 : -5%	6%	4	130	.	.	.	-4	130
#13 O=C(Nc1nc(-c2cccs2)cs1)c1cccc(S(=O)(=O)N2CCCCCC2)c1
 : -20%	-12%	27	138	-14	52	66	-27	138
#14 Cc1cc(C)nc(N(C#N)S(=O)(=O)c2ccc(Br)cc2)n1
 : 0%	12%	-2	205	-3	92	95	2	205
#15 CC(C)n1c(NCc2cccs2)nc2ccccc21
 : 1%	7%	1	181	32	117	85	-1	181
#16 CCOC(=O)c1c(CC(C)C)csc1NC(=O)CCl
 : 6%	12%	-9	162	.	.	.	9	162
#17 Cc1nc2nc[nH]n2c(=O)c1NS(C)(=O)=O
 : -2%	15%	.	.	-12	92	104	.	.
#18 c1ccn2c(c1)nc1c2nc2ccccn21
 : 23%	1%	.	.	-20	73	92	.	.
#19 COc1ccc2c(c1)N(C(=O)CN1C(=O)C3CCCCC3C1=O)C(C)(C)C=C2C (configuration not stated)
 : .	.	13	114	-3	90	94	-13	114
#20 CC1CCN(S(=O)(=O)c2ccc(NC(=O)c3cccs3)cc2)CC1
 : 18%	-1%	.	.	-2	83	85	.	.
#21 O=C(NCCC1=CCCCC1)C1CCCN(S(=O)(=O)c2ccccc2)C1 (configuration not stated)
 : -6%	-15%	16	87	23	91	69	-16	87
#22 Nc1nnc(CC(c2ccccc2)c2ccccc2)s1
 : 0%	24%	-13	170	12	117	105	13	170
#23 Cc1ccc(Cn2nnc(C(=O)Nc3cccc(C)c3C)c2N)cc1
 : 3%	31%	.	.	8	86	79	.	.
#24 Nn1c(SCC(=O)NC2CCCC2)nnc1-c1ccccc1F
 : -14%	0%	6	159	13	102	89	-6	159
#25 O=C(Nc1ccc(Cn2cccn2)cc1)c1ccc(COc2ccccc2Br)cc1
 : 0%	8%	3	91	.	.	.	-3	91
#26 COc1ccc(-c2nnc(SC(C)C(=O)NCc3ccc4c(c3)OCO4)n2Cc2ccco2)cc1 (configuration not stated)
 : -6%	-64%	-4	146	-1	88	89	4	146
#27 CCCCOC(=O)C1=C(C)Nc2nnnn2C1c1ccc(OC)c(OC)c1OC (configuration not stated)
 : 7%	-30%	-2	129	3	91	89	2	129
#28 N#Cc1cnn(-c2ncnc3sc4c(c23)CCCC4)c1N
 : -1%	-17%	-18	160	.	.	.	17	160
#29 COc1cc(C2NC(=S)NC(c3ccccc3)=C2C(C)=O)cc(Cl)c1OCC(=O)O (configuration not stated)
 : -4%	-10%	-7	170	.	.	.	-10	134
#30 CC(Oc1ccccc1Cl)c1nnc(N)s1 (configuration not stated)
 : -1%	4%	-1	64	10	104	93	1	64

Part of the list above in order of heavy-atom count, lowest first:
Values run as follows: Bcl-B TR3 displacers	PLAP inhibitors HTS	IL1B NFkB inh	IL1B NFkB inh cell count 2 µM	MRP resist rev	MRP resist rev cytotoxicity	MRP resist rev with doxorubicin	NFkB transloc pot	NFkB transloc pot cell count 2 µM
#8 CC(=O)c1c(C)nc2ccccn12
 : -4%	7%	.	.	-1	94	95	.	.
#12 CCc1c(C(=O)O)[nH]c2ccc(Br)cc12
 : -5%	6%	4	130	.	.	.	-4	130
#17 Cc1nc2nc[nH]n2c(=O)c1NS(C)(=O)=O
 : -2%	15%	.	.	-12	92	104	.	.
#6 Cc1cccn2c(N)c(-c3ccccc3)nc12
 : 9%	.	2	170	-3	50	53	.	.
#28 N#Cc1cnn(-c2ncnc3sc4c(c23)CCCC4)c1N
 : -1%	-17%	-18	160	.	.	.	17	160
#7 O=C(NCCOc1ccccc1Cl)c1cc(F)c(F)cc1Cl
 : 4%	14%	8	105	.	.	.	-7	105
#10 CSCCC(NC(=O)c1ccccc1)C(=O)NCc1ccco1 (configuration not stated)
 : -9%	19%	-16	106	-14	98	112	16	106
#20 CC1CCN(S(=O)(=O)c2ccc(NC(=O)c3cccs3)cc2)CC1
 : 18%	-1%	.	.	-2	83	85	.	.
#19 COc1ccc2c(c1)N(C(=O)CN1C(=O)C3CCCCC3C1=O)C(C)(C)C=C2C (configuration not stated)
 : .	.	13	114	-3	90	94	-13	114
#26 COc1ccc(-c2nnc(SC(C)C(=O)NCc3ccc4c(c3)OCO4)n2Cc2ccco2)cc1 (configuration not stated)
 : -6%	-64%	-4	146	-1	88	89	4	146

Following part
Values run as follows: Bcl-B TR3 displacers	PLAP inhibitors HTS	IL1B NFkB inh	IL1B NFkB inh cell count 2 µM	MRP resist rev	MRP resist rev cytotoxicity	MRP resist rev with doxorubicin	NFkB transloc pot	NFkB transloc pot cell count 2 µM
#31 Cc1ccc(S(=O)(=O)NCCN(CCNS(=O)(=O)c2ccc(C)cc2)S(C)(=O)=O)cc1
 : 10%	-29%	-6	130	12	96	84	7	130
#32 CCCCCCOc1ccc(N2C(=O)CC(N3CCN(C(=O)c4ccco4)CC3)C2=O)cc1 (configuration not stated)
 : 10%	-86%	1	108	10	104	93	-1	108
#33 COc1cc(/C=N\n2cnnc2)ccc1OCC(=O)Nc1ccc(C)cc1
 : 6%	-2%	6	159	8	84	76	-6	159
#34 Cc1cc(=O)n(C)c(=O)n1CCCNc1ccccc1
 : -4%	0%	-5	106	.	.	.	5	106
#35 COc1ccccc1NC(=O)C1=C(C)NC(SCC(=O)c2ccccc2)=C(C#N)C1c1ccco1 (configuration not stated)
 : -26%	-37%	.	.	-25	52	77	.	.
#36 CCN(CC)S(=O)(=O)c1ccc(C(=O)NCCc2cc3c(OC)ccc(OC)c3[nH]c2=O)cc1
 : 0%	-39%	-6	89	-12	64	76	6	89
#37 O=C(Nc1ccccc1)c1ccc(S(=O)(=O)N(CCO)CCO)cc1
 : -5%	5%	0	148	5	111	106	0	148
#38 CCOc1cc(/C=C(/C#N)C(=O)Nc2ccc(O)cc2)cc(Br)c1O
 : -84%	48µM*	21	96	.	.	.	-21	96
#39 CCOC(=O)C1=C(C)C(c2ccccc2OC)NC(=S)N1 (configuration not stated)
 : 3%	-7%	9	160	.	.	.	-9	160
#40 CCCCNc1c(N2CCN(C(=O)OCC)CC2)c(=O)c1=O
 : 1%	14%	-14	66	2	90	88	14	66
#41 Nc1nnc(Cc2ccccc2)s1
 : 2%	18%	-25	189	-15	92	107	25	189
#42 COc1cc(OC)cc(C(=O)N2CCC(n3c(C)nc4cc(F)ccc43)CC2)c1
 : 17%	-44%	4	128	-8	73	81	-4	128
#43 CCCCCc1nnc(NC(=O)OCCC)s1
 : -4%	-30%	3	199	-3	100	103	-3	199
#44 CCC(=NCc1ccco1)c1c(C(F)(F)F)[nH]n(-c2nc3ccccc3s2)c1=O
 : 5%	-76%	0	172	12	91	79	0	172
#45 CCOC(=O)CSc1nc(C(C)C)nc2ccccc12
 : 3%	-3%	8	147	-22	79	100	-8	147
#46 O=C(CSc1nnnn1C1CCCC1)Nc1cccc(NC(=O)c2ccco2)c1
 : -6%	6%	-13	146	3	72	69	13	146
#47 CC(C)CCNC(=O)C1CCC(=O)N1C(C)C (configuration not stated)
 : 12%	-10%	-2	154	3	101	98	2	154
#48 Cc1cccc(C)c1NC(=O)CCCSc1nnnn1C
 : -21%	2%	-17	189	1	91	90	17	189
#49 Cc1nnc(SCC(=O)Nc2sccc2C(N)=O)n1Cc1ccccc1
 : 16%	-12%	.	.	-31	63	94	.	.
#50 COc1ccccc1NC(=O)C(CC(C)C)NC(=O)C1CCCCC1 (configuration not stated)
 : 0%	-14%	6	158	.	.	.	-6	158
#51 CC(=O)Nc1ccc(S(=O)(=O)Nc2cc(C)c(-n3nc4ccccc4n3)cc2O)cc1
 : -7%	12%	-15	127	-16	56	71	15	127
#52 CCC1S/C(=C(\C#N)C(=O)NCc2ccco2)N(c2ccc(Br)cc2)C1=O (configuration not stated)
 : -32%	-39%	1	213	5	107	102	-1	213
#53 O=C(CCc1ccc(S(=O)(=O)NCc2ccccc2)cc1)NCc1ccc2c(c1)OCO2
 : 8%	23%	-12	153	8	100	92	12	153
#54 N#Cc1c(-c2ccccc2)nc2n(c1=O)CCS2
 : -1%	-2%	-13	156	-20	70	90	13	156
#55 CCOC(=O)c1[nH]c2ccc(F)cc2c1NC(=O)C(C)N1CCc2cc(OC)c(OC)cc2C1 (configuration not stated)
 : -4%	-79%	-14	118	1	2	1	14	118
#56 CC(C)C1=C2OC(N)=C(C#N)C(C#N)=C2C(C)CC1 (configuration not stated)
 : 25%	-3%	5	158	1	88	87	-5	158
#57 Cc1ccc(S(=O)(=O)Cc2ccc(C(=O)N3CCCCCC3)o2)cc1
 : 22%	14%	2	57	8	91	83	-2	57
#58 CC1=C(C(=O)NCCN2CCN(C)CC2)C2(CCC(C)CC2)OC1=O (configuration not stated)
 : -5%	-15%	17	55	-25	82	107	-17	55
#59 Cc1ccc(C(=O)CSc2nc3ccccc3c(=O)n2N)o1
 : 2%	-50%	.	.	2	85	82	.	.
#60 COc1ccc(C)cc1S(=O)(=O)N(C)CC(=O)Nc1ccc2c(c1)OCO2
 : 0%	23%	-17	169	6	89	84	17	169

These rows are one share of the data. The share of hits here may be higher or lower than overall.
